PLCg1 inh – PLC-gamma1 enzyme inhibitors, primary screen, biochemical, fluorescence, purified enzyme; 370,000 tested, 0.84% active; 1-phosphatidylinositol 4,5-bisphosphate phosphodiesterase gamma-1 (Homo sapiens), P19174; fluorogenic substrate; AID 720700, 2013; inhibition, % at 12.2 µM; in the data active = inhibition above about 9.5%
ADAM17 inh – ADAM17 inhibitors, primary screen, biochemical, QFRET; Disintegrin and metalloproteinase domain-containing protein 17 (Homo sapiens), P78536; recombinant ADAM17, EDANS/DABCYL FRET peptide cleavage; inhibition, % at 6.95 µM; 370,000 tested, 0.83% active;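 active = inhibition above the mean of compounds lying between control limits plus 3 SD, set per campaign, cut at about 8.5% in these data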;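 also: 0% = DMSO-only wells as the low control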
Target sequence (P78536 215-824 limits assumed): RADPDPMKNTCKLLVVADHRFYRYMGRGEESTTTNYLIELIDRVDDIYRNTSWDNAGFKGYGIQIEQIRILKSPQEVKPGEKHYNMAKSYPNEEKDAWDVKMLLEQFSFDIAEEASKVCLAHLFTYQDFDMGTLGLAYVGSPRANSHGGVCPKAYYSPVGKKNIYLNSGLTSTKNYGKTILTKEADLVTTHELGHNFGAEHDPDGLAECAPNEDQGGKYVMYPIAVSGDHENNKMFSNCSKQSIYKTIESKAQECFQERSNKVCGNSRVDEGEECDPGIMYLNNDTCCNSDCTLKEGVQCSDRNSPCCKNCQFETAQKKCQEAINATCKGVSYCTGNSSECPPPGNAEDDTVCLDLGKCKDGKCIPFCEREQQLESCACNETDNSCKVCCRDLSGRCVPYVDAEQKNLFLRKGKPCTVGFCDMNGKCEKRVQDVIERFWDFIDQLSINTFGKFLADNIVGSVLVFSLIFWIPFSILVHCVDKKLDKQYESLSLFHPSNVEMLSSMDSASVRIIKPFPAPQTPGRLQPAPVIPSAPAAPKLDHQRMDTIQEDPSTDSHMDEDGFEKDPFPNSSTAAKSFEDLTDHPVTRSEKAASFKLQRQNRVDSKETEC
Tn7 DDE FP – inhibitors of Tn7 peptide binding to fibrin DD(E), primary screen, biochemical, fluorescence polarization, human fibrin, Tn7 probe | Fibrinogen beta chain (Homo sapiens), P02675 | FP displacement of FITC-Tn7 peptide from fibrin DD(E); 0% = median of compound wells per plate | inhibition, % at 8.3 µM | 370,000 tested, 0.13% active;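 active = inhibition above the mean of compounds falling within the control limits plus 3 SD of them, cut at about 14% in these data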;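 also: 0% = plate median of compound wells and 100% = 10 µM Aha-Tn7 peptide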
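Measure: % inhibition scaled between sample-field median and high-control FP; Test system: human fibrin DD(E); Quantity: 2 µM final DD(E) protein; Doses: one dose, 8.3 µM nominal; Schedule: compound with protein 10 min, then 3 h after probe, room temperature; Detection: fluorescence polarization; Medium: Tris buffer with calcium and detergent, pH 7.8.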
ASAP1 inh – inhibitors of human ASAP1 ArfGAP activity, primary screen, biochemical, fluorescence polarization; Arf-GAP with SH3 domain, ANK repeat and PH domain-containing protein 1 (Homo sapiens), …; 360,000 tested, 0.19% active; ASAP1-stimulated ARF1 GTP hydrolysis, GDP FP detection; inhibition, % at 16.5 µM; in the data active = inhibition above about 25%;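 also: 0% = vehicle with enzyme and substrate and 100% = no enzyme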
TDP2 inh – human TDP2 enzyme inhibitors, primary screen, biochemical, epi absorbance, recombinant enzyme. 370,000 tested, 0.34% active. AID 720702, 2013. T5PNP hydrolysis, p-nitrophenol absorbance 415 nm. Tyrosyl-DNA phosphodiesterase 2 (Homo sapiens), O95551. inhibition, % at 12.8 µM;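 active = inhibition above the mean of all tested compounds plus 3 SD, set per campaign, cut at about 25% in these data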;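 also: 0% = DMSO with enzyme and 100% = buffer with substrate but no TDP2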
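System – recombinant human TDP2 · Quantity – TDP2 enzyme at 120 nM final · Doses – single concentration, 12.8 µM nominal, with 1% DMSO · Incubation – 2 h at 37 °C · Measured by – epi absorbance of p-nitrophenol freed from T5PNP by hydrolysis · Read-out – % inhibition relative to enzyme-containing and enzyme-free wells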
SIAE primary – human SIAE inhibitors, primary screen, biochemical, fluorescence polarization, FP-Rh probe, 1536-well HTS; 370,000 tested, 0.69% active; SIAE FP-Rh probe binding; inhibition, % at 9.66 µM; Sialate O-acetylesterase (Homo sapiens), Q9HAT2; AID 1053197, 2014;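 active = inhibition above a cutoff: mean of compounds within the control limits plus 3 SD of those, cut at about 17% in these data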;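 also: 0% = plate median of compound wells and 100% = probe without SIAE protein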
Tn6 DDE FP – inhibitors of Tn6 peptide binding to fibrin DD(E), primary screen, biochemical, fluorescence polarization, human fibrin, Tn6 probe; Fibrin DD(E) TRITC-Tn6 fluorescence polarization displacement; inhibition, % at 8.3 µM; 370,000 tested, 0.21% active;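 active = inhibition above a per-campaign cutoff: mean of compounds within control limits plus 3 SD, cut at about 15% in these data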;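 also: 0% = median of all compound wells on the plate and 100% = blocking peptide control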
ARFGAP1 inh – inhibitors of rat ARFGAP1 GAP activity, primary screen, biochemical, fluorescence polarization, GDP tracer | AID 651572, 2012 | inhibition, % at 16.5 µM | Arfgap1-stimulated ARF1 GTP hydrolysis, GDP FP detection | 360,000 tested, 0.26% active;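 active = inhibition above a per-plate limit, mean inhibition of low control wells plus 3 SD, cut at about 25% in these data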;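 also: 0% = DMSO wells with enzyme and 100% = wells lacking Arfgap1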
Target sequence (Q62848 1-136 limits assumed): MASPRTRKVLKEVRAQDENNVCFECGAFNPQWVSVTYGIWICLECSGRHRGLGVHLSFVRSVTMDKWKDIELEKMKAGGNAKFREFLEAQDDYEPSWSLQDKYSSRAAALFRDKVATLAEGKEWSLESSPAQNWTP
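Material: rat Arfgap1 GAP domain (His6, aa 1-136), purified enzyme. Also added: human ARF1(Δ1-17)-GTP substrate. Compound dosing: 16.5 µM single point, 1.26% DMSO. Timing: enzyme reaction 120 min at 25 °C after 20 min preincubation. Signal: GDP detection by fluorescence polarization. Read-out basis: percent inhibition of GAP-stimulated GDP formation, scaled between DMSO and no-Arfgap1 medians.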
PLC-beta3 inh – human PLC-beta3 inhibitors, primary screen, biochemical, fluorescence; 1-phosphatidylinositol 4,5-bisphosphate phosphodiesterase beta-3 (Homo sapiens), Q01970; Purified PLC-beta3, fluorogenic substrate; inhibition, % at 12.2 µM; 370,000 tested, 0.18% active; in the data active = inhibition above about 11%;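 also: 0% = median of compound wells on plate and 100% = full blocker control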
ADAM10 inh – human ADAM10 inhibitors, primary screen, biochemical, QFRET, HTS. Disintegrin and metalloproteinase domain-containing protein 10 (Homo sapiens), O14672. recombinant ADAM10, EDANS/DABCYL FRET peptide cleavage, 3 h. inhibition, % at 7 µM. 370,000 tested, 0.62% active. AID 720582, 2013;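 active = inhibition above a per-campaign cutoff equal to the mean of compounds falling between control-based bounds plus 3 SD, cut at about 20% in these data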;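 also: 0% = DMSO wells while the 100% control is not disclosed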
An asterisk follows results filed as active; / = no result given.

PLCg1 inh	ADAM17 inh	Tn7 DDE FP	ASAP1 inh	TDP2 inh	SIAE primary	Tn6 DDE FP	ARFGAP1 inh	PLC-beta3 inh	ADAM10 inh	canonical_smiles
1	-3	5	-7	12	-3	-5	-8	0	-4	CC(=O)Nc1ccc(-c2ccnc3c2CC(C)(C(=O)Nc2cccc(C(C)=O)c2)O3)cc1 (stereo not given)
-6	-1	2	-1	-4	-3	2	-12	-10	-13	O=C(COC(=O)/C=C/c1ccc(Br)o1)NC1CCCCC1
2	1	-10	-6	3	-2	-10	0	-1	1	Cc1cccc(NC(=O)C23CCC(C)(/C(=N/O)C2)C3(C)C)c1 (stereo not given)
3	-1	3	1	-4	-1	-5	-10	-4	-5	COc1ccccc1Cn1c(=S)[nH]c2ccccc2c1=O
-22	-8	1	-7	14	6	5	-6	-43	-24	Cc1ccn2c(Nc3ccccc3C)c(-c3cccnc3)nc2c1
-279	-66	1	-4	-23	-51	2	8	-335	-306	COc1ccc(/C=N/NC(=O)c2ccc(CN3c4cccc5cccc(c45)S3(=O)=O)cc2)cc1
0	4	-1	-7	-6	0	11	-4	-3	2	Cc1ccccc1N/C(SCc1ccc(Cl)cc1)=C(/C#N)C(N)=O
0	2	-2	/	-2	-6	-7	/	-2	7	C=CCN1[C@@H](C)COc2cc(N3CCSCC3)ccc2S1(=O)=O
4	3	-3	-18	-1	5	1	-3	-8	-7	CC1CCN(CCCNC(=O)C2CCC(CNS(=O)(=O)c3ccccc3)CC2)CC1 (stereo not given)
1	2	0	-8	3	1	13	2	1	5	Cc1ccccc1C(=O)c1cccn1CC(=O)NCC1CCCO1 (stereo not given)
-61	-54	-1	1	-7	5	-3	7	-78	-206	COC(=O)c1cc(OC)c(OC)cc1NCC(=O)Nc1cccc(C(F)(F)F)c1
1	-4	-1	-16	1	-2	4	0	2	-13	N#CCCN(C(=O)CSc1n[nH]c(=O)[nH]c1=O)c1ccccc1
2	-1	-3	-9	-2	2	0	0	-4	7	CCN(CC)C(=O)C1=C(C)Nc2nnnn2C1c1cccnc1 (stereo not given)
5	-4	-1	3	-9	-3	-6	1	-5	-2	CCC1CCCCN1C(=S)Nc1ccc(OC(F)F)cc1 (stereo not given)
-4	2	2	13	-5	1	4	12	-5	-3	CS(=O)(=O)N1CCN(c2nnc(-c3ccccc3)c3ccccc23)CC1
1	-1	-2	9	1	4	4	2	-3	0	CCCCC(=O)NC(Nc1sc2c(c1C(N)=O)CCCC2)(C(=O)OCC)C(F)(F)F (stereo not given)
-1	3	7	7	-6	-7	1	11	-3	12	Cc1ccc(C)c(C(=O)COC(=O)c2n[nH]c3ccccc23)c1
-8	0	5	-3	-13	-9	9	4	-19	-9	COc1cc2ccccc2cc1C(=O)Nc1nnc(-c2ccncc2)o1
-1	1	-2	3	-15	6	-2	-11	4	14	CCC1Oc2ccc(C)cc2N(CC(=O)N(Cc2ccc(C)o2)C2CCCC2)C1=O (stereo not given)
3	-1	-1	8	-7	-4	3	9	-4	1	Cc1nc(CN(C)Cc2nc(Cc3ccccc3Cl)no2)cs1

Exported tab-delimited: part of the list above
structure	PLCg1 inh	ADAM17 inh	Tn7 DDE FP	ASAP1 inh	TDP2 inh	SIAE primary	Tn6 DDE FP	ARFGAP1 inh	PLC-beta3 inh	ADAM10 inh
CC1CCN(CCCNC(=O)C2CCC(CNS(=O)(=O)c3ccccc3)CC2)CC1 (stereo not given)	4	3	-3	-18	-1	5	1	-3	-8	-7
Cc1ccccc1C(=O)c1cccn1CC(=O)NCC1CCCO1 (stereo not given)	1	2	0	-8	3	1	13	2	1	5
COC(=O)c1cc(OC)c(OC)cc1NCC(=O)Nc1cccc(C(F)(F)F)c1	-61	-54	-1	1	-7	5	-3	7	-78	-206
N#CCCN(C(=O)CSc1n[nH]c(=O)[nH]c1=O)c1ccccc1	1	-4	-1	-16	1	-2	4	0	2	-13
CCN(CC)C(=O)C1=C(C)Nc2nnnn2C1c1cccnc1 (stereo not given)	2	-1	-3	-9	-2	2	0	0	-4	7
CCC1CCCCN1C(=S)Nc1ccc(OC(F)F)cc1 (stereo not given)	5	-4	-1	3	-9	-3	-6	1	-5	-2
CS(=O)(=O)N1CCN(c2nnc(-c3ccccc3)c3ccccc23)CC1	-4	2	2	13	-5	1	4	12	-5	-3
CCCCC(=O)NC(Nc1sc2c(c1C(N)=O)CCCC2)(C(=O)OCC)C(F)(F)F (stereo not given)	1	-1	-2	9	1	4	4	2	-3	0
Cc1ccc(C)c(C(=O)COC(=O)c2n[nH]c3ccccc23)c1	-1	3	7	7	-6	-7	1	11	-3	12
COc1cc2ccccc2cc1C(=O)Nc1nnc(-c2ccncc2)o1	-8	0	5	-3	-13	-9	9	4	-19	-9
CCC1Oc2ccc(C)cc2N(CC(=O)N(Cc2ccc(C)o2)C2CCCC2)C1=O (stereo not given)	-1	1	-2	3	-15	6	-2	-11	4	14
Cc1nc(CN(C)Cc2nc(Cc3ccccc3Cl)no2)cs1	3	-1	-1	8	-7	-4	3	9	-4	1

Continued.
PLCg1 inh	ADAM17 inh	Tn7 DDE FP	ASAP1 inh	TDP2 inh	SIAE primary	Tn6 DDE FP	ARFGAP1 inh	PLC-beta3 inh	ADAM10 inh	canonical_smiles
-1	-1	7	5	1	-4	-9	10	-1	-6	Cn1nc(OC(=O)Nc2ccc(F)cc2)cc1C(F)(F)F
-4	-2	11	6	-12	-23	5	0	-1	1	CCOC(=O)c1cnc(SCc2nc(N)nc(Nc3ccc(C)cc3)n2)nc1N
0	-9	1	6	-12	-5	0	-2	-14	-8	Cc1ccc2[nH]cc(S(=O)(=O)c3ccc(F)cc3)c(=O)c2c1
3	-4	3	-1	4	0	-4	-3	1	-12	CC(C)(C)C1CCc2onc(C(=O)Nc3cccc(O)c3)c2C1 (stereo not given)
-1	3	4	-18	-12	3	10	6	4	1	O=[N+]([O-])c1ccc(NC(=S)N2CCOCC2)cc1
5	1	1	10	5	8	5	8	9	-4	COc1ccc(C(=O)Oc2cc(C)[nH]c(=O)c2[N+](=O)[O-])cc1
3	2	-5	6	-20	6	-2	6	-6	17	Cc1cccc(NCC(=O)N/N=C\c2ccc[nH]2)c1
0	-4	-2	9	19	0	1	-1	-6	-4	CCCc1nnc(NC(=O)CCC(=O)NCCc2ccc(Cl)cc2)s1
2	-7	3	3	12	-6	-5	11	-3	0	CC1CCCC(NC(=O)CNC(=O)c2cccs2)C1C (stereo not given)
0	0	-1	-2	13	0	1	1	-5	-4	Cc1ccccc1NC(=S)N1CCCCCC1
1	-3	-3	8	8	1	2	-6	2	1	CCCCOC(=O)n1ccc(C(=O)Nc2ccccc2OC)n1
-3	-4	5	19	7	-5	-1	12	0	3	Cc1cc(C(C)(C)C)cc(S(=O)(=O)Nc2cccc(C(=O)O)c2)c1C
-21	-15	-7	2	-7	3	3	3	-28	-63	Cc1cnc(-c2nc3ccccc3n2C(C)C(=O)Nc2c(C)cccc2C)cn1 (stereo not given)
-2	0	-4	4	-2	-9	5	-10	3	-11	CCOC(=O)C1=CCC(C(C)(C)C)N(S(=O)(=O)c2ccc(C)cc2)C1 (stereo not given)
-3	-2	6	-3	13	4	6	-8	-6	4	COc1cc(NS(=O)(=O)c2ccc(NC(=O)Cc3ccccc3)cc2)nc(OC)n1
-23	-7	0	-5	2	2	0	6	-25	-25	O=C(Nc1ccn(-c2ccccc2)n1)c1ccc(Cl)cc1
-26	-12	-9	2	20	9	-4	-3	-36	-47	CCOC(=O)c1sc(C)c(C(=O)NC2CCCCC2)c1N
2	-4	1	-6	-16	5	-13	20	-5	-10	CCC(CC)C(=O)Nc1nnc(S(=O)(=O)Nc2ccccc2C)s1
-1	-1	-2	-3	11	16	2	1	-2	-3	COc1ccc(Cc2nc3ccc(C(=O)N(C)CCCN4CCOCC4)cc3o2)cc1
1	-2	-3	-4	2	-6	7	7	0	2	Cc1cc(C)c(C2=NOC3c4ccccc4OCC23)c(C)c1 (stereo not given)
2	4	-3	2	-9	-5	0	20	-5	-14	Cc1cc(C(=O)OC(C)C(=O)NC2CCCCC2C)c(C)o1 (stereo not given)
3	-1	2	-10	12	-2	-5	5	-7	0	Cc1ccnc(NC(=O)C2CCN(S(=O)(=O)c3ccc4c(c3)CC(C)N4C(=O)C3CCC3)CC2)c1 (stereo not given)
1	-7	4	-10	1	3	4	6	-6	-10	CCOc1cc(C(=O)OCc2ccc(OC)cc2)ccc1OCC(=O)N1CCOCC1
1	-1	2	-11	-5	4	-5	-10	2	6	CCOC(=O)C1=C(C)N(c2ccccc2)C(=O)NC1c1cccc([N+](=O)[O-])c1 (stereo not given)
-1	-2	-1	0	7	1	-15	3	4	-2	CCn1nnnc1SCC(=O)N1CCN(Cc2ccc3c(c2)OCCO3)CC1
10*	-8	-2	-10	-7	2	1	-1	0	-3	OCC1OC(n2cnc3c(=S)nc[nH]c32)CC1O (stereo not given)
1	-10	-5	-1	-9	-8	-1	-11	-8	-24	CSc1nc(-c2ccccc2)cc(C)c1C#N
3	3	-8	4	4	8	-2	6	1	2	CNC(=O)COC(=O)c1ccccc1Oc1ccccc1

Compounds as they come, and some 3.6% of all compounds hit somewhere here.
